Compound activity as filed in PubChem BioAssay.
Arr AP2 block: blocks beta-arrestin peptide binding to AP2 adaptin | FITC-arrestin peptide / GST-AP2 beads, flow cytometry; AP2 beta2 appendage carries R879A mutation | inhibition, % at 10 µM | 0.31% of 340,000 active;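 active = inhibition above a set limit, near 3 SD of compounds lacking own fluorescence, cut at about 54% in these data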;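 note: plate controls were DMSO wells for no effect and 5 µM unlabelled arrestin peptide for full effect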
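Measured by: flow cytometry, FL1 (488/535 nm); Material: AP2 appendage R879A on GSH beads; Evaluation: percent response; Timing: pre-incubation 12 min, peptide binding 1 h, room temperature; Also added: 50 nM FITC-arrestin peptide; Medium: PBS with 0.05% Tween 20 and 0.1% BSA.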
PKA-R1A act: activators of PKA-R1A complex; PKA-R1A dissociation, Cy5-IP20 fluorescence polarization; scaled: DMSO 0%, 113 µM cGMP 100%; P00514+P68181; 0.083% of 340,000 active; AID 504707; activation, % at 11.4 µM;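 active = percent activation above the mean of all tested compounds plus 3 SD, cut at about 19% in these data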;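 note: higher means more PKAc released from R1A so a rise in polarization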
PKA-R2B activ: activates the human PKA-R2B holoenzyme complex; P22694+P31323; PKA-R2B holoenzyme dissociation, Cy5-IP20 fluorescence polarization; R2B truncated from residue 108, S112A mutant; 0% DMSO only, 100% 113 µM cGMP; activation, % at 11.4 µM; 0.079% of 340,000 active; AID 504700;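 active = activation above a cutoff set at the mean over all compounds plus 3 SD, cut at about 18% in these data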;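 note: higher means more holoenzyme dissociation and a rise in polarization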
HTR5A inv ctr: counter-screen for OPRM1-OPRD1 inverse agonists: human HTR5A inverse agonism; P47898; HTR5A cell line, luminescence; inhibition, % at 9.3 µM; 0.083% of 340,000 active; AID 504634; in the data active = inhibition mostly above about 23%, no sharp cut-off; inactive = mostly below about 18%;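 note: 0% = cells with DMSO and 100% = no-cell wells with DMSO; some compounds called inactive have numbers as strong as hits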
V-ATPase pH: alters yeast V-ATPase proton transport; S. cerevisiae, pHLuorin cytosolic pH fluorescence; 0.37% of 350,000 active; AID 504577; response, % at 10 µM; in the data active = response mostly above about 7.3%, no sharp cut-off; inactive = mostly below about 5.4%; note: actives read high; inactives centre near 0; some compounds called inactive have numbers as strong as hits; reference of the scale not given here
DSG3 Ab inh: inhibitors of pemphigus antibody binding to human desmoglein-3; DSG3-coupled beads, scFv-anti-DSG3-GFP binding, flow cytometry; active compounds read low; AID 588358; P32926; binding (percent of control), % at 10 µM; 0.48% of 310,000 active;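 active = binding more than 3 SD below its plate's average and above zero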;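 note: hits lower antibody fragment binding to DSG3; some compounds called inactive have numbers as strong as hits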
HTR5A ag: counter-screen for OPRM1-OPRD1 agonists: human HTR5A agonism; activation, % at 9.3 µM; P47898; 0.61% of 340,000 active; HTR5A agonist assay, luminescence, cell-based; in the data active = activation mostly above about 9.5%, no sharp cut-off; inactive = mostly below about 7.6%;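 note: 0% = cells with vehicle only and 100% = reference agonist; strong numbers were not always called active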
MOR-DOR ag: OPRM1-OPRD1 heterodimerization agonism | 0.3% of 340,000 active | activation, % at 9.3 µM | cells, luminescence; in the data active = activation above about 18%;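 note: 0% = vehicle-treated cells and 100% = reference agonist; values of inactives mirror those of a sister screen read the other way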
Target sequence (P35372 whole entry, looked up): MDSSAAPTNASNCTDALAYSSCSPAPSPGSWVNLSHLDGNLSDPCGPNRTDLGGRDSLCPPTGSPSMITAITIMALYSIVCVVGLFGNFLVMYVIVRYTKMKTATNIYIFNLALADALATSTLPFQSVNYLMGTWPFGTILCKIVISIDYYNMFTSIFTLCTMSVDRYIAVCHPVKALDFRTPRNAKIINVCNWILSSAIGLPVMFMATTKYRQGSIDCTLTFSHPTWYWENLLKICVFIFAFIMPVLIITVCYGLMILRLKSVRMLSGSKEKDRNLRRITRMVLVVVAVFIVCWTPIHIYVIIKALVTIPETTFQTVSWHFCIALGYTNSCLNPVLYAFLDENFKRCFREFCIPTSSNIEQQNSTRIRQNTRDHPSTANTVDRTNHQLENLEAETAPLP
Target sequence (P41143 whole entry, looked up): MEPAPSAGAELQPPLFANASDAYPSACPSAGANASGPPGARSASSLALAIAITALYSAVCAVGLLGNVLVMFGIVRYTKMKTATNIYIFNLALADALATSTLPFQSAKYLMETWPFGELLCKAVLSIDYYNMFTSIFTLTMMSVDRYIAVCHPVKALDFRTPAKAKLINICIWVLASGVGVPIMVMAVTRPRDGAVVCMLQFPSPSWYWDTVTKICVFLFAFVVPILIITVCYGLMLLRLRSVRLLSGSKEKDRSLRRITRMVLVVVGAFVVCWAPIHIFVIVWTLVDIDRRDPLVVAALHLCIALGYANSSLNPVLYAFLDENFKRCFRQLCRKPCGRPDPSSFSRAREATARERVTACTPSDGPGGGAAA
DAGLB inhibitor: blocks human DAGLB lipase activity | HEK293T DAGLB membrane lysate, EnzChek fluorogenic substrate | AID 504411 | 0.059% of 340,000 active | inhibition, % at 5.17 µM; in the data active = inhibition above about 34%;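 note: 0% = enzyme with vehicle and 100% = wells lacking enzyme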
MOR-DOR inv ag: inverse agonist of human OPRM1-OPRD1 heterodimerization; cell-based MOR-DOR heterodimer luminescence, inverse agonism; inhibition, % at 9.3 µM; 0.21% of 340,000 active; in the data active = inhibition above about 22%, passing the limit was not always enough;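 note: 0% = cells with DMSO and 100% = wells without cells with DMSO; values of inactives mirror those of a sister screen read the other way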
* = called active by the depositor. Rows were taken by chance; about 2.4% have a hit in one of these screens.

Screening COc1ccc(C2/C=C\CN(CC(C)C)CC(=O)N2Cc2ccc(F)cc2)cc1 (stereo not drawn) returned Arr AP2 block -5, PKA-R1A act -15, PKA-R2B activ 2, HTR5A inv ctr -11, V-ATPase pH -2, DSG3 Ab inh 105, HTR5A ag 5, MOR-DOR ag 4.2, DAGLB inhibitor -5 and MOR-DOR inv ag -23.
CC/C(=N\NC(=O)c1ccc(-c2ccccc2)cc1)C12CC3CC(CC(C3)C1)C2 was read as Arr AP2 block 5, PKA-R1A act 0, PKA-R2B activ 13, HTR5A inv ctr -8, V-ATPase pH -4, DSG3 Ab inh 118, HTR5A ag 1, MOR-DOR ag -0.2, DAGLB inhibitor -10 and MOR-DOR inv ag 1.
For COc1ccc(O)c(/C=N/NC(=O)c2ccc(CSc3nc(C)cc(C)n3)cc2)c1 the results were PKA-R1A act 0, PKA-R2B activ -3, HTR5A inv ctr 12, V-ATPase pH -3, DSG3 Ab inh 104, HTR5A ag -3, MOR-DOR ag -0.7, DAGLB inhibitor 2 and MOR-DOR inv ag 4.
For Nc1ccn([C@@H]2O[C@H](CNCc3ccc(OCC(=O)Nc4nccs4)cc3)[C@@H](O)[C@H]2O)c(=O)n1 the results were PKA-R1A act 9, PKA-R2B activ -1, V-ATPase pH 0, DSG3 Ab inh 100 and DAGLB inhibitor -2.
For CCOc1cc(/C=N/N2C(=O)NC3(CCCCC3)C2=O)cc(Br)c1O the results were Arr AP2 block 7, PKA-R1A act -4, PKA-R2B activ -3, HTR5A inv ctr 12, V-ATPase pH 1, DSG3 Ab inh 108, HTR5A ag 3, MOR-DOR ag 0.1, DAGLB inhibitor 0 and MOR-DOR inv ag 0.
For Cc1ccc(N(C)S(=O)(=O)c2cccc(C(=O)NCC(c3cccs3)N3CCOCC3)c2)cc1 (stereo not drawn) the results were Arr AP2 block 3, PKA-R1A act -6, PKA-R2B activ -11, HTR5A inv ctr 33, V-ATPase pH 0, DSG3 Ab inh 103, HTR5A ag 0, MOR-DOR ag -2.5, DAGLB inhibitor 1 and MOR-DOR inv ag 13.
Cc1cc(NC(=O)Nc2cccc(C(F)(F)F)c2)no1 was read as Arr AP2 block 4, PKA-R1A act -2, PKA-R2B activ -13, HTR5A inv ctr -33, V-ATPase pH 3, DSG3 Ab inh 101, HTR5A ag 4, MOR-DOR ag 1.9, DAGLB inhibitor -1 and MOR-DOR inv ag -10.
For CC(=O)Nc1ccc(C(=O)OCC(=O)NC(=O)NCc2ccccc2)cc1 the results were PKA-R1A act -7, PKA-R2B activ -3, V-ATPase pH -1, DSG3 Ab inh 104 and DAGLB inhibitor 2.
`OCCC#Cc1c(-c2ccsc2)sc2ccccc12` gave Arr AP2 block -8, PKA-R1A act -4, PKA-R2B activ 1, HTR5A inv ctr 16, V-ATPase pH -5, DSG3 Ab inh 118, HTR5A ag -6, MOR-DOR ag -1.1, DAGLB inhibitor -6 and MOR-DOR inv ag 6.
CCn1ccnc1CN(C)C(=O)c1cc(COc2ccccc2SC)on1 was read as Arr AP2 block 17, PKA-R1A act -6, PKA-R2B activ -4, HTR5A inv ctr -10, V-ATPase pH 4, DSG3 Ab inh 101, HTR5A ag 0, MOR-DOR ag -1.6, DAGLB inhibitor 3 and MOR-DOR inv ag 8.
For COc1ccc(OC)c(Cc2nnc(CCC(=O)N3CCCCC3)o2)c1 the results were Arr AP2 block -32, PKA-R1A act -3, PKA-R2B activ 10, HTR5A inv ctr -7, V-ATPase pH -1, DSG3 Ab inh 86, HTR5A ag -4, MOR-DOR ag 0.1, DAGLB inhibitor 2 and MOR-DOR inv ag 0.
For C[C@H](CO)N1C[C@H](C)[C@@H](CN(C)C(=O)Cc2ccccc2)OCCCC[C@H](C)Oc2ccc(NC(=O)NC3CCCCC3)cc2C1=O the results were PKA-R1A act -8, PKA-R2B activ 2, V-ATPase pH 2, DSG3 Ab inh 103 and DAGLB inhibitor -2.

Reprinted from the part before: 2 entries, followed by the next part.
For COc1ccc(OC)c(Cc2nnc(CCC(=O)N3CCCCC3)o2)c1 the results were Arr AP2 block -32, PKA-R1A act -3, PKA-R2B activ 10, HTR5A inv ctr -7, V-ATPase pH -1, DSG3 Ab inh 86, HTR5A ag -4, MOR-DOR ag 0.1, DAGLB inhibitor 2 and MOR-DOR inv ag 0.
For C[C@H](CO)N1C[C@H](C)[C@@H](CN(C)C(=O)Cc2ccccc2)OCCCC[C@H](C)Oc2ccc(NC(=O)NC3CCCCC3)cc2C1=O the results were PKA-R1A act -8, PKA-R2B activ 2, V-ATPase pH 2, DSG3 Ab inh 103 and DAGLB inhibitor -2.
`CCN(c1ccccc1)S(=O)(=O)c1cc(C(=O)Nc2cccc(Cl)c2)ccc1F` gave Arr AP2 block -1, PKA-R1A act -5, PKA-R2B activ -14, HTR5A inv ctr -4, V-ATPase pH -3, DSG3 Ab inh 84, HTR5A ag 6, MOR-DOR ag 2.7, DAGLB inhibitor -7 and MOR-DOR inv ag -13.
Cc1ccc2nc3c(c(N)c2c1)CCN3C was read as Arr AP2 block -2, PKA-R1A act -8, PKA-R2B activ 4, HTR5A inv ctr -2, V-ATPase pH 2, DSG3 Ab inh 99, HTR5A ag 0, MOR-DOR ag 0.1, DAGLB inhibitor 1 and MOR-DOR inv ag -1.
Screening O=S(=O)(c1ccc(Cl)s1)N1CCC2(CC1)OCCO2 returned Arr AP2 block 43, PKA-R1A act -1, PKA-R2B activ 8, HTR5A inv ctr -2, V-ATPase pH 1, HTR5A ag 1, MOR-DOR ag -2.0, DAGLB inhibitor -2 and MOR-DOR inv ag 11.
COc1cc(NC(=O)c2ccccc2F)c(OC)cc1NC(=O)CN1CCOCC1 was read as Arr AP2 block -24, PKA-R1A act -3, PKA-R2B activ -12, HTR5A inv ctr -7, V-ATPase pH -3, DSG3 Ab inh 111, HTR5A ag 3, MOR-DOR ag -2.3, DAGLB inhibitor 1 and MOR-DOR inv ag 12.
CCc1nnc(SCC(=O)Nc2ccc3ccccc3c2)n1N was read as Arr AP2 block 5, PKA-R1A act -2, PKA-R2B activ 4, HTR5A inv ctr -17, V-ATPase pH 3, DSG3 Ab inh 100, HTR5A ag 4, MOR-DOR ag -2.5, DAGLB inhibitor 0 and MOR-DOR inv ag 10.
`CC(C)CNS(=O)(=O)c1ccccc1C(=O)N1CCCCC1` gave Arr AP2 block -4, PKA-R1A act -12, PKA-R2B activ 8, HTR5A inv ctr -11, V-ATPase pH 6, DSG3 Ab inh 97, HTR5A ag 4, MOR-DOR ag -2.1, DAGLB inhibitor -1 and MOR-DOR inv ag 11.
Screening Cc1c(C(=O)NCCCN2CCCC2=O)oc2c(Cl)cccc12 returned Arr AP2 block -9, PKA-R1A act -4, PKA-R2B activ -2, HTR5A inv ctr -11, V-ATPase pH 0, DSG3 Ab inh 103, HTR5A ag 4, MOR-DOR ag -1.6, DAGLB inhibitor 3 and MOR-DOR inv ag 9.
For Cc1cc(N/N=C/c2ccccc2F)nc(NCc2ccccc2)n1 the results were Arr AP2 block -2, PKA-R1A act 1, PKA-R2B activ 13, HTR5A inv ctr -6, V-ATPase pH 2, DSG3 Ab inh 115, HTR5A ag -4, MOR-DOR ag 1.5, DAGLB inhibitor -3 and MOR-DOR inv ag -8.
Screening COc1ccc(NS(=O)(=O)c2cccc(C(=O)N/N=C/c3ccccn3)c2)cc1 returned Arr AP2 block -3, PKA-R1A act 6, PKA-R2B activ 2, HTR5A inv ctr 3, V-ATPase pH 1, DSG3 Ab inh 102, HTR5A ag -1, MOR-DOR ag -2.1, DAGLB inhibitor 3 and MOR-DOR inv ag 11.
`Nc1[nH]n2c(=O)c3c(nc2c1N=Nc1ccc(Cl)cc1)CCCC3` gave Arr AP2 block 5, PKA-R1A act -18, PKA-R2B activ 7, HTR5A inv ctr -1, V-ATPase pH 2, DSG3 Ab inh 89, HTR5A ag 1, MOR-DOR ag -2.6, DAGLB inhibitor 4 and MOR-DOR inv ag 13.
`C[C@H](NC(=O)c1nc[nH]c1C(=O)NCC(=O)OC(C)(C)C)c1ccccc1` gave Arr AP2 block -4, PKA-R1A act 2, PKA-R2B activ -4, HTR5A inv ctr -6, V-ATPase pH 0, DSG3 Ab inh 98, HTR5A ag -2, MOR-DOR ag -2.2, DAGLB inhibitor 0 and MOR-DOR inv ag 12.
For CCOC(=O)CSc1nc2sc3c(c2c(=O)[nH]1)CC(C)(CC)OC3 (stereo not drawn) the results were Arr AP2 block -2, PKA-R1A act 4, PKA-R2B activ -2, HTR5A inv ctr -5, V-ATPase pH -1, HTR5A ag 2, MOR-DOR ag -0.8, DAGLB inhibitor -1 and MOR-DOR inv ag 4.
For COc1ccc2cc(/C=N/NC(=O)CN(c3ccccc3C)S(=O)(=O)c3ccccc3)c(Cl)nc2c1 the results were Arr AP2 block 10, PKA-R1A act 2, PKA-R2B activ 0, HTR5A inv ctr -16, V-ATPase pH -4, DSG3 Ab inh 100, HTR5A ag 6, MOR-DOR ag -2.6, DAGLB inhibitor 0 and MOR-DOR inv ag 14.
Screening Cc1ccc(NC(=O)CN(C)C(=O)CSc2n[nH]c(N)n2)cc1 returned Arr AP2 block 37, PKA-R1A act 5, PKA-R2B activ 9, HTR5A inv ctr -13, V-ATPase pH 2, DSG3 Ab inh 101, HTR5A ag 5, MOR-DOR ag 0.4, DAGLB inhibitor 0 and MOR-DOR inv ag -2.
Screening COC(=O)C1=CN(Cc2ccc(C)cc2)C=C(C(=O)OC)C1c1ccc(F)c(F)c1 returned Arr AP2 block -16, PKA-R1A act -4, PKA-R2B activ -1, HTR5A inv ctr -15, V-ATPase pH 1, DSG3 Ab inh 104, HTR5A ag 4, MOR-DOR ag 2.4, DAGLB inhibitor -3 and MOR-DOR inv ag -11.
O=S(=O)(NC1CC1)c1ccc(S(=O)(=O)N2CCCc3ccccc32)cc1 was read as Arr AP2 block 30, PKA-R1A act -15, PKA-R2B activ -4, HTR5A inv ctr 9, V-ATPase pH 1, DSG3 Ab inh 98, HTR5A ag -4, MOR-DOR ag 1.9, DAGLB inhibitor 0 and MOR-DOR inv ag -11.
For Cc1ccc(S(=O)(=O)NC(C)C(=O)Nc2cccc([N+](=O)[O-])c2)cc1 (stereo not drawn) the results were Arr AP2 block 41, PKA-R1A act 0, PKA-R2B activ 1, HTR5A inv ctr 16, V-ATPase pH 0, DSG3 Ab inh 107, HTR5A ag -1, MOR-DOR ag -1.0, DAGLB inhibitor -1 and MOR-DOR inv ag 5.
Cc1ccc(C(=O)O)cc1N=Cc1cc(Br)cc(Br)c1O was read as Arr AP2 block -12, PKA-R1A act 7, PKA-R2B activ -3, HTR5A inv ctr 3, V-ATPase pH -3, DSG3 Ab inh 96, HTR5A ag -1, MOR-DOR ag -0.5, DAGLB inhibitor 8 and MOR-DOR inv ag 2.
Screening Cc1cccc(N(CC(=O)NC2CCCCC2)C(=O)CCC(=O)Nc2nccs2)c1 returned Arr AP2 block -7, PKA-R1A act -10, PKA-R2B activ -3, HTR5A inv ctr -6, V-ATPase pH 1, HTR5A ag 1, MOR-DOR ag -1.2, DAGLB inhibitor 1 and MOR-DOR inv ag 8.
